# Assay outcomes as filed in PubChem.
# RNase H inhibition: RNase H inhibition, HIV 1 Gag Pol polyprotein, FRET biochemical assay, screening (AID 372). actives 0.77% (n = 100,000). one-dose inhibition, % at 10 µM; IC50 in µM for titrated hits. HIV-1 RT RNase H, FRET RNA/DNA substrate fluorescence; higher % means a stronger effect; in the data active = inhibition above about 50%
# * hit, by the source's call. A portion of the library; rates above refer to the full screens.
SMILES,RNase H inhibition
COc1ccc(C2CC(=O)C3=C(C2)NC(C)=C(C(=O)OCCc2ccccc2)C3c2cccc(Cl)c2)cc1 (centres undefined),6%
COc1ccccc1/C=C\C=Nn1c(-c2ccc(C(C)(C)C)cc2)n[nH]c1=S,0%
CC(Sc1ccc(Cl)cc1)C(=O)NCc1cccnc1 (centres undefined),11%
O=C(Nc1c(-c2cccs2)nc2ccc(Cl)cn12)c1ccc(Cl)cc1,0%
CSc1nc2sc3c(c2c2nnnn12)CCN(C)C3,10%
COc1ccc(C(=O)N2CCN(Cc3ccc(SC)cc3)CC2)cc1OC,1%
COc1ccc(NC(=O)/C=N/O)cc1,17%
O=C(Nc1cc(Cl)c(Cl)cc1Cl)c1cccnc1,5%
CCOC(=O)C(CCCCOc1cccc(C)c1)C(=O)OCC,15%
C=CCNC(=O)CN(c1ccc(C)c(Cl)c1)S(C)(=O)=O,0%
Cc1ccc(F)c(NC(=O)Nc2ccc(Cl)cc2)c1,0%
N/C(=N/c1nc2ccccc2o1)NC(=O)c1sc2ccccc2c1Cl,19%
COC(=O)c1ccc(C(=O)OC)c(NC(=O)C(C(C)C)N2C(=O)c3ccccc3C2=O)c1 (centres undefined),12%
O=C(Oc1ccc(Cl)cc1)C1CCCC(C(=O)Oc2ccc(Cl)cc2)C1 (centres undefined),0%
C=CCOc1ccc(/C=C(\C(=O)c2ccc(C)cc2)c2nc3ccccc3o2)cc1,8%
COc1cc(OC)c([N+](=O)[O-])cc1/C=C(/C#N)C(=O)Nc1ccc(F)cc1,0%
NC(=O)N/N=C/c1ccc(-c2cccc(C(F)(F)F)c2)o1,30%
COc1ccc2nc(SCC(=O)c3ccc(Cl)cc3)[nH]c2c1,18%
CCC(=NCCc1ccc(OC)c(OC)c1)C1=C(O)CC(C)(C)CC1=O,21%
COc1ccc(/C=C2\C(=O)NN(c3ccc(Cl)c(Cl)c3)C2=O)cc1OC,14%
COC(=O)c1ccc(-c2ccc(/C=N\Nc3ccc([N+](=O)[O-])cn3)o2)cc1,13%
CN=C(Nc1ccc(Cl)cc1)SC1CC(=O)N(c2ccccc2F)C1=O (centres undefined),15%
COc1ccc(/C=C(\NC(=O)c2ccc([N+](=O)[O-])cc2)C(=O)NCCCN(C)C)cc1,5%
CC1=C(C(=O)OCCOC(C)C)C(c2ccc(Br)cc2)NC(=O)N1 (centres undefined),10%
CCOC(=O)C1=C(C)N=c2s/c(=C/c3cccc(OC)c3OC)c(=O)n2C1c1ccccc1OC (centres undefined),3%
C=C(C)c1cccc(C(C)(C)NC(=O)NCc2ccccn2)c1,0%
O=C(COc1ccc(Br)cc1Cl)Nc1cccc(C(F)(F)F)c1,12%
COc1c(O)ccc(/C=N\NC(=O)c2ccc3c(c2)OCO3)c1[N+](=O)[O-],4%
O=C(O)C(Cc1ccccc1)N1C(=O)/C(=C/c2cccc3ccccc23)SC1=S (centres undefined),10%
O=C1C(=O)N(c2cccnc2)C(c2ccccc2)/C1=C(\O)c1ccc(Cl)cc1 (centres undefined),9%
COc1ccc(C(=O)CSc2ncn(-c3ccccc3)n2)cc1,11%
CC1(C)C/C(=N/NC(=O)c2ccncc2)c2c(nc(C(F)(F)F)c3[nH]c4ccccc4c23)C1,13%
CCOC(=O)C(=O)Nc1nc2ccc(C)cc2s1,18%
C/C(=C\c1ccccc1)C(=O)Nc1c(C)n(C)n(-c2ccccc2)c1=O,0%
CCOc1ccc(C(=O)NC(=S)Nc2ccc3oc(-c4cccnc4)nc3c2)cc1[N+](=O)[O-],4%
N#C/C(=C\c1cn(CC(=O)Nc2ccccc2)c2ccccc12)C(=O)Nc1ccccc1Cl,36%
O=C1/C(=C\c2cc([N+](=O)[O-])cc(Br)c2O)SC(=S)N1c1cccc(Cl)c1,27%
COc1cc(/C=N/NC(=O)c2cc(C)[nH]n2)c(Br)c(Br)c1O,8%
CCC(C)OC(=O)C1=C(C)NC2=C(C(=O)CC(c3ccccc3)C2)C1c1ccc(F)cc1 (centres undefined),15%
CC(=O)c1c(-c2ccc(Cl)cc2)nc2n(CCN3CCOCC3)c3ccccc3n12,0%
COc1ccc(-c2nc3cc(NC(=S)NC(=O)c4cccs4)ccc3o2)cc1,16%
C=CCc1cccc(/C=N/NC(=O)C(CC)Oc2ccc3ccccc3c2Br)c1O (centres undefined),9%
C(=N\n1cnnc1)/c1ccc(-c2cccc3ccccc23)o1,36%
Cc1ccc(F)c(N/C=C/C(=O)c2ccc(Br)cc2)c1,15%
COc1ccc(/C=C/C(=O)NCC(C)NC(=O)/C=C/c2ccc(OC)c(OC)c2)cc1OC (centres undefined),6%
COc1ccc(CCN=Cc2c(O)n(-c3c(Cl)cccc3Cl)c3ccccc23)cc1OC,16%
Cc1ccnc(NC(=O)COc2cc(C)c(Cl)c(C)c2)c1,12%
O=C1C2C3C=CC(O3)C2C(=O)N1c1ccccc1I (centres undefined),19%
COc1cc(/C=N/Nc2nc(N3CCOCC3)nc(N3CCOCC3)n2)ccc1OCc1ccc([N+](=O)[O-])cc1,11%
COc1ccc(/C=C(\C#N)c2nc(-c3cccc([N+](=O)[O-])c3)cs2)cc1OC,4%
# Remaining list, next part.
SMILES,RNase H inhibition
CCc1sc(-c2c(C#N)c(N)nc3c2CCCC3)cc1Br,12%
O=C(COC(=O)c1ccccc1NC(=O)c1ccccc1)c1ccc([N+](=O)[O-])cc1,25%
O=C(Nc1cccc(Cl)c1)Nc1cccc(C(F)(F)F)c1,2%
CC(C)OC(=O)c1c(NC(=O)c2cccc(OC(C)C)c2)sc2c1CCC2,3%
CC(=O)N(C)N1c2ccccc2CCc2ccccc21,26%
COC(=O)c1ccc(NC(=O)CCC(=O)c2ccc(F)cc2)cc1,12%
Cc1ccc(C(C)C)c(OCC(=O)Nc2ccc(Cl)cn2)c1,10%
N#Cc1ccccc1NC(=O)NS(=O)(=O)c1ccccc1Cl,11%
O=C(CCN1C(=O)S/C(=C/c2ccc(Cl)cc2)C1=O)Nc1ccc(S(=O)(=O)Nc2nccs2)cc1,9%
O=C(NCc1cccnc1)c1cccc(S(=O)(=O)N2CCCCC2)c1,2%
COc1ccc(C(=O)Nc2ccc(O)c(-c3nc4ccccc4s3)c2)cc1[N+](=O)[O-],35%
O=[N+]([O-])c1ccc(F)c(N=Cc2ccc([N+](=O)[O-])o2)c1,12%
COc1ccc(OC)c(NC(=O)C2CC2(c2cccc(C)c2)c2cccc(C)c2)c1 (centres undefined),4%
COc1cccc(NC(=O)c2ccc(CN3CCc4ccccc4C3)cc2)c1,5%
CCc1nc(C)cn1S(=O)(=O)c1ccc(Cl)c([N+](=O)[O-])c1,0%
CCCOc1ccc(/C=N/N2CCN(Cc3ccccc3Cl)CC2)cc1,8%
CC12CCC(C/C1=N/NC(=O)Cc1ccccc1)C2(C)C (centres undefined),2%
Cc1ccc(C=Nc2cccc([N+](=O)[O-])c2C)o1,5%
Cn1c(=O)c2c(nc3n2CC(=O)N3c2ccc(F)cc2F)n(C)c1=O,10%
COC(=O)c1ccc(N=Cc2cccc(OC)c2O)cc1,8%
COc1ccc(-c2noc(-c3ccc(Br)cc3)n2)cc1,12%
Cc1ccc(NC(=S)NC2CC(C)(C)NC(C)(C)C2)cc1,8%
CC1=C(C(=O)Nc2ccc(Br)cc2)C(c2cccc([N+](=O)[O-])c2)NC(=O)N1 (centres undefined),13%
Oc1c(Br)cc(Cl)cc1/C=N/Nc1nc(N2CCCCC2)nc(N2CCCCC2)n1,11%
Cc1ccccc1NC(=O)c1cccc([N+](=O)[O-])c1C,10%
O=C(NCCO)/C(=C\c1ccc(Br)cc1)NC(=O)c1ccc(Br)o1,4%
COC(=O)c1ccc(C2CC(=O)Nc3c2ccc2ccccc32)cc1 (centres undefined),0%
Cc1ccccc1C(=O)NC(=S)Nc1cccc(NC(=O)c2ccccc2Cl)c1,8%
COC(=O)C(NC(=O)c1ccccc1)C12CC3CC(CC(C3)C1)C2 (centres undefined),6%
O=C(Nc1ccc(O)c(-c2nc3ccccc3s2)c1)c1cc2ccccc2oc1=O,18%

# Filtered by structure, the compounds so far containing an NH in an aromatic ring.
SMILES,RNase H inhibition
COc1ccccc1/C=C\C=Nn1c(-c2ccc(C(C)(C)C)cc2)n[nH]c1=S,0%
COc1ccc2nc(SCC(=O)c3ccc(Cl)cc3)[nH]c2c1,18%
CC1(C)C/C(=N/NC(=O)c2ccncc2)c2c(nc(C(F)(F)F)c3[nH]c4ccccc4c23)C1,13%
COc1cc(/C=N/NC(=O)c2cc(C)[nH]n2)c(Br)c(Br)c1O,8%

# Remaining list, next part:
SMILES,RNase H inhibition
Oc1oc(-c2ccccc2)nc1/C=N/c1ccccn1,12%
CCC(C)(C)C(=O)Nc1cccc(C(F)(F)F)c1,7%
COc1ccccc1NC(=O)c1ccc2c3c(cccc13)CC2,18%
CCN1CCN(CC(=O)N/N=C/c2cccc(F)c2)CC1,4%
O=C1/C(=C\c2ccc(O)c(O)c2)SC(=S)N1c1ccc(F)cc1,74%*
O=C(O)CCN1C(=O)/C(=C\c2ccc3c(c2)OCO3)SC1=S,12%
c1ccc(N2N=C(c3ccco3)CC2c2cn(-c3ccccc3)nc2-c2cccnc2)cc1 (centres undefined),14%
CC(=O)Nc1ccc(NC(=O)c2ccc(C)c(C)c2)cc1,4%
NC1=NC(=O)C(Cc2cc(Cl)ccc2Cl)S1 (centres undefined),0%
CCN1C(=O)/C(=C\c2cccc(O)c2)SC1=S,28%
Cc1cc(C)nc(N/N=C/c2ccc([N+](=O)[O-])cc2O)n1,2%
COc1ccc(N2C(=O)/C(=C/c3cc(Br)c(N4CCOCC4)o3)C(=O)NC2=S)cc1,21%
Cc1cc(C)nc(SCc2ccc(Cl)cc2)n1,23%
Cc1ccc(NCc2c(O)ccc3ccccc23)cc1,9%
CC(=O)Nc1ccc(S(=O)(=O)NC(c2ccccc2)c2ccccc2)cc1,12%
COC(=O)C1=C(C)NC2=C(C(=O)CCC2)C1c1ccc(Br)cc1 (centres undefined),5%
CCSCCOC(=O)C1=C(C)NC2=C(C(=O)CC(c3cccs3)C2)C1c1ccccc1Cl (centres undefined),22%
Cc1ccc(S(=O)(=O)/N=c2\sc(C3=c4ccccc4=NC3=O)c(O)n2C)cc1,15%
COc1cc(/C=N/NC(=O)c2cc(Cl)ccc2O)ccc1OC(=O)c1ccc([N+](=O)[O-])cc1,14%
Cc1c(C)c2ccc(OCC(=O)N(C)C)cc2oc1=O,0%
CN1CCCN(Cc2c(Cl)cccc2Cl)CC1,8%
CCOC(=O)C1=C(C)N=c2s/c(=C\c3cn(C)c4ccccc34)c(=O)n2C1c1ccc(OC)c(OC)c1 (centres undefined),0%
Cc1cccc(N2C(=O)CC(Sc3ccccc3C(=O)O)C2=O)c1C (centres undefined),2%
O=C(CSc1nc2ccccc2[nH]1)Nc1ccc(/C=C/c2ccccc2)cc1,39%
Cc1ccc(OCc2nnc(NC(=O)c3ccco3)s2)cc1,5%
CCOC(=O)c1c(C)oc2c1C(=O)C(=O)C(Br)=C2,2%
CN1C(=O)NC(=O)/C(=C/c2ccc(-c3ccc(F)cc3)o2)C1=O,11%
COc1cc(/C=C2\SC(=S)N(C)C2=O)ccc1OCCOc1ccc(C)cc1C,0%
CC(NC(=O)CN1CCCCC1)C1COc2ccccc2O1 (centres undefined),0%
O=C(N/N=C/c1cccc(O)c1O)C1C2CCCCC21 (centres undefined),6%
COc1ccccc1-n1c(O)c(C=Nc2c(C)cc(C)cc2C)c(=O)[nH]c1=O,0%
CCOC(=O)C1=C(O)/C(=C/c2ccco2)SC1=Nc1cccc(Cl)c1,29%
COc1ccc(C2C(C(=O)OCC(C)C)=C(C)NC3=C2C(=O)CC(c2ccccc2)C3)cc1Br (centres undefined),6%
O=C(Nc1ccc(-c2nc3ccccc3s2)c(O)c1)c1ccccc1F,14%
COC(=O)C1=C(C)NC2=C(C(=O)CC(c3cccs3)C2)C1c1ccc(C)s1 (centres undefined),7%
Cc1ccc(N=c2ssc3c2-c2ccc(C)cc2NC3(C)C)c(C)c1,7%
Cc1cc(C)n(-c2cc(-c3ccccc3)nc(-c3ccccc3)n2)n1,0%
CCOC(=O)c1ccc(N2C(=O)CC(N3CCN(c4cccc(Cl)c4)CC3)C2=O)cc1 (centres undefined),5%
CC(=O)C1=C(C)NC(SCC(=O)c2cc(Cl)ccc2Cl)=C(C#N)C1c1cccs1 (centres undefined),2%
COc1cc(C=C2C(=O)N(C)C(=O)N(C)C2=O)ccc1OC(C)c1ccccc1 (centres undefined),2%
O=c1[nH]c(=S)n(-c2ccc(Cl)c(Cl)c2)c(O)c1/C=C1/C=Nc2ccccc21,39%
c1ccc(-c2cc(-c3ccccc3)n3nc(-c4ccccc4)cc3n2)cc1,12%

# Among those listed so far, 15 contain bromine.
SMILES,RNase H inhibition
CC1=C(C(=O)OCCOC(C)C)C(c2ccc(Br)cc2)NC(=O)N1 (centres undefined),10%
O=C(COc1ccc(Br)cc1Cl)Nc1cccc(C(F)(F)F)c1,12%
O=C1/C(=C\c2cc([N+](=O)[O-])cc(Br)c2O)SC(=S)N1c1cccc(Cl)c1,27%
COc1cc(/C=N/NC(=O)c2cc(C)[nH]n2)c(Br)c(Br)c1O,8%
C=CCc1cccc(/C=N/NC(=O)C(CC)Oc2ccc3ccccc3c2Br)c1O (centres undefined),9%
Cc1ccc(F)c(N/C=C/C(=O)c2ccc(Br)cc2)c1,15%
CCc1sc(-c2c(C#N)c(N)nc3c2CCCC3)cc1Br,12%
COc1ccc(-c2noc(-c3ccc(Br)cc3)n2)cc1,12%
CC1=C(C(=O)Nc2ccc(Br)cc2)C(c2cccc([N+](=O)[O-])c2)NC(=O)N1 (centres undefined),13%
Oc1c(Br)cc(Cl)cc1/C=N/Nc1nc(N2CCCCC2)nc(N2CCCCC2)n1,11%
O=C(NCCO)/C(=C\c1ccc(Br)cc1)NC(=O)c1ccc(Br)o1,4%
COc1ccc(N2C(=O)/C(=C/c3cc(Br)c(N4CCOCC4)o3)C(=O)NC2=S)cc1,21%
COC(=O)C1=C(C)NC2=C(C(=O)CCC2)C1c1ccc(Br)cc1 (centres undefined),5%
CCOC(=O)c1c(C)oc2c1C(=O)C(=O)C(Br)=C2,2%
COc1ccc(C2C(C(=O)OCC(C)C)=C(C)NC3=C2C(=O)CC(c2ccccc2)C3)cc1Br (centres undefined),6%
